# Bioassay records (PubChem)
# EWS-Fli inh – inhibitors of EWS/Fli oncoprotein transcriptional activity | A673 NR0B1-luciferase reporter, viability-normalised | inhibition, % at 12.6 µM | actives 0.67% (n = 350,000) | AID 651661;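 active means mean inhibition of at least 50% after viability correction, with every replicate also passing that limit; inconclusive means mean reaches 50% but only one of two replicates passes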;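 further: firefly luciferase signal divided by Alamar Blue viability fluorescence both relative to DMSO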
# XiGFP reactiv – reactivates the inactive X chromosome in mouse fibroblasts | actives 0.055% (n = 360,000) | activation, % at 7.58 µM | XiGFP mouse fibroblasts, % GFP-positive cells imaging, 3 d; cells co-treated with 5-aza-dC sensitizer; scaled so ellipticine positive control = 100% | AID 743238;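 active means mean normalized replicate activation at least 10% and every replicate at or above 10%; inconclusive means only one of the two criteria met; inactive means mean below 10% and not all replicates reach 10%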;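 further: 0% = median of on-plate neutral control wells and 100% = ellipticine 6 µM median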
#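 material = 68-5-11 XiGFP fibroblast line | medium = DMEM plus 5-aza-dC sensitizer | schedule = 3 days compound exposure | benchmarks = positive control ellipticine, 6 µM final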
# PAX8 inh HTS – lowers PAX8-driven luciferase in RMG-I cells; RMG-I TPO-luciferase reporter, SteadyGlo, 24 h; AID 652154; actives 1.2% (n = 360,000); inhibition, % at 12.6 µM;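 active means mean replicate inhibition at least 60% with every replicate also reaching 60%; inconclusive means only one of the two criteria is met; inactive means mean below 60% and not all replicates reaching 60%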;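 further: luciferase light reporting Pax8 driven TPO promoter activity; plate controls were median of neutral control wells for no effect and mitoxantrone controls for full effect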
# ERp5 block – ERp5 (human) disulfide isomerase inhibition; Q15084; ERp5 insulin aggregation, absorbance 650 nm, 90 min; inhibition, % at 9.99 µM; actives 0.05% (n = 350,000);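 active means mean replicate inhibition above about 25%, with every replicate also reaching it, limit read from the data, passing the limit was not always enough; inconclusive means only one of those two criteria met; inactive means neither criterion met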
# Target sequence (Q15084 whole entry, looked up): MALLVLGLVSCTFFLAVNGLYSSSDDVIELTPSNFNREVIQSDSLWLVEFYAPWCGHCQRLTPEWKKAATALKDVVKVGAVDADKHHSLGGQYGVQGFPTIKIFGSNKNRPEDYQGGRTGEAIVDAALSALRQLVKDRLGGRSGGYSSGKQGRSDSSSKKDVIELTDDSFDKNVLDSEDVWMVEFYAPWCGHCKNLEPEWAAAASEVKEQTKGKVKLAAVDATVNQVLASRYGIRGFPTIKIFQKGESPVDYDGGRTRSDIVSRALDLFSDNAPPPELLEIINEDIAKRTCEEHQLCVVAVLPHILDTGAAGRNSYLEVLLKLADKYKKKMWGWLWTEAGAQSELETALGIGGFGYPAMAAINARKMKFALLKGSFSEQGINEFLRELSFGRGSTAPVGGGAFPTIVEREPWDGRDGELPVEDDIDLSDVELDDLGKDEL
# DENV2 CPE – inhibitors of DENV2 cytopathic effect | DENV2-infected cells, cytopathic effect rescue, plate reader | CPE inhibition, % at 9.99 µM | actives 1.7% (n = 350,000); in the data active means CPE inhibition above about 20%, passing the limit was not always enough; inconclusive means no clear call, values can overlap the other calls; tested in BHK-21 cells;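 further: 0% = median of neutral control wells and 100% = median of positive control wells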
# F508del corr – correctors of CFTR F508del function in bronchial epithelial cells. CFBE cells, YFP halide quenching; stimulated with forskolin plus potentiator P3; % fluorescence drop versus neutral controls. activity (quench increase), % at 7.58 µM. actives 0.36% (n = 350,000);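 active means mean added fluorescence quench of at least 8% versus neutral control, with both replicates also reaching 8%; inconclusive means only one of the mean or replicate conditions met; inactive means mean below 8% and not both replicates reaching 8%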;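 further: cells transiently co-express mutant CFTR-F508del with the halide-sensitive YFP; corrector assay measuring rescue of mutant channel to the surface after 24 h compound exposure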
# GSIS activator – GLuc luminescence reporter in INS-1E cells, primary screen for activators of glucose-dependent secretion of insulin; INS-1E GLuc reporter insulin secretion, 2-3 h; activation, % at 16.6 µM; actives 0.61% (n = 370,000); AID 743287;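 active means lowest replicate activation of at least 40%, so every replicate reaches that level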;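 further: 0% = median of neutral control wells and 100% = median of IBMX positive control wells; some compounds called inactive have numbers as strong as hits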
# ARNT-TACC3 inh – disrupts binding between human ARNT and TACC3. AlphaScreen His-ARNT PAS-B/GST-TACC3 binding, luminescence; TACC3 fragment carries E629A point mutation. inhibition, % at 9.99 µM. actives 0.66% (n = 390,000). AID 623870;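 active means mean inhibition of replicates at least 50% and at least half of replicates each reaching 50%; inconclusive means half or more replicates reach 50% but mean below 50%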;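 further: 0% = complete ARNT plus TACC3 wells and 100% = ARNT alone without TACC3; many hits fall short of the cut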
# Starred values were filed as active, the others as inactive; ? = inconclusive; nt = not tested or not shown; & = joins results of further samples.
canonical_smiles,PAX8 inh HTS,GSIS activator,XiGFP reactiv,ARNT-TACC3 inh,EWS-Fli inh,DENV2 CPE,F508del corr,ERp5 block
Cc1ccc(C(=O)CN2C(=O)NC3(CCc4ccccc43)C2=O)c(C)c1 (stereo not drawn),-20,-17,-0.1,4,-12,4,1.4,-2
COc1ccc(S(=O)(=O)N2CCC(NC(=O)c3cccc(F)c3)CC2)cc1,38,nt,-0.2,-15,1,4,nt,4
COc1ccc(C(C)(NC(C)=O)c2nc(-c3ccc(S(C)(=O)=O)cc3)cs2)cc1 (stereo not drawn),19,14,-0.1,nt,-3,-6,0.2,3
CCCCNc1cccc2c1S(=O)(=O)N[C@H](CC(C)C)CO2,13,-25,0.3,nt,2,1,-3.1,-1
COc1ccc(C2CC(=O)N3CN(c4ccccc4F)CSC3=C2C#N)cc1OC (stereo not drawn),-14,nt,-0.2,1,0,-5,-8.2,1
CN1C(=O)c2cc(NC(=O)C3CC3)ccc2OC[C@@H]2O[C@H](CC(=O)O)CC[C@@H]21,nt,-2,0.0,nt,12,-10,-1.4,-3
C[C@@H]1CN([C@H](C)CO)C(=O)c2cc(NC(=O)Nc3cccc4ccccc34)ccc2O[C@@H](C)CCCCO[C@H]1CN(C)C(=O)Nc1ccc(C(F)(F)F)cc1,-2,17,0.4,-1,-17,nt,3.6,0
C[C@@H]1CN([C@H](C)CO)C(=O)c2cccc(NC(=O)Nc3ccc(F)cc3)c2O[C@@H]1CN(C)C(=O)Nc1ccc(C(F)(F)F)cc1,12,-32,0.1,-18,-2,2,-0.7,-1
CCCNC(=O)c1cc2c(c(-c3cccc(-c4ccncc4)c3)n1)[C@H](CCO)N(S(=O)(=O)CC)C2,22,4,0.0,nt,39,-1,2.9,6
CCCC(=O)Nc1ccc2c(c1)OC[C@H](C)N(CC1CCCC1)C[C@@H](C)[C@@H](OC)CN(C)C2=O,-4,-2,-0.1,-6,9,0,3.7,-1
Brc1ccccc1/C=N/Nc1ccc2ccccc2n1,-95,48,-0.1,8,-15,-1,nt,5
COCCNC(=O)C[C@H]1CC[C@H]2[C@@H](COc3ccc(NC(=O)c4ccno4)cc3C(=O)N2C)O1,-9,4,0.2,-4,3,2,1.4,5
COc1ccccc1N1CCN(C2CC(=O)N(C)C2=O)CC1 (stereo not drawn),-4,-3,0.0,0,2,-6,-0.2,-2
Cc1cc(C(C)(C)C)oc1C(=O)N(CC(=O)NC1CCCC1)c1c(C)cccc1C,nt,-22,nt,-2,26,-3,-1.8,-5
Cc1ccccc1C(O)c1cccnc1 (stereo not drawn),5,nt,0.7,-8,-1,-4,nt,0
O=C(CSc1n[nH]c(=O)[nH]c1=O)N1CCCCCC1,-14,22,-0.1,-4,-7,3,2.6,1
COc1ccc(S(=O)(=O)N(CC(=O)NC2CCCC2)c2ccccc2OC)cc1,14,-9,0.1,-11,-2,?,1.4,-3
CC(C)Cc1nnc(NC(=O)CCC(=O)N2CCN(Cc3ccc(F)cc3)CC2)s1,9,-16,0.0,0,-8,3,-0.7,3
CC1=NN(C(N)=S)C(=O)C1N=Nc1ccccc1Cl (stereo not drawn),-30,-20,0.0,4,8,?,0.0,2
Cc1cc(C)cc(N(C(=O)c2csnn2)C(C(=O)NC2CCCCC2)c2ccncc2)c1 (stereo not drawn),-7,-3,0.0,-6,1,15,1.2,5
CCNC(=O)C[C@@H]1CC[C@H]2[C@@H](COc3ccc(NC(=O)Nc4ccc(C)cc4)cc3C(=O)N2C)O1,-18,14,0.0,-1,-10,7,2.6,-3
O=C(CNC(=O)c1cccs1)c1ccc([N+](=O)[O-])cc1,-70,-8,-0.1,-4,nt,nt,nt,nt
CN1c2ccc(C3=CCCCC3)cc2[C@@H]2[C@@H](CCN2C(=O)Nc2cc(F)ccc2F)[C@@H]1CO,10,22,-0.1,-4,2,-21,1.3,-2
CC1(NC(=O)Nc2ccccc2)CCS(=O)(=O)C1 (stereo not drawn),7,nt,1.1,nt,7,-6,-0.2,-4
O=C(C[C@@H]1CC[C@@H](NS(=O)(=O)c2cccc(F)c2)[C@@H](CO)O1)N1CCCCC1,4,-7,-0.2,-7,3,-11,-1.7,0
COC(=O)C1=C(C)Nc2ccc(C)cc2S1,-149,9,0.3,0,-23,7,0.1,3
CNc1ccc(-c2cccc([N+](=O)[O-])c2)cn1,-76,nt,0.0,nt,-38,-6,-0.9,2
CO[C@@H]1CN(C)C(=O)c2ccc(NC(=O)NC(C)C)cc2OC[C@H](C)N(CCC(F)(F)F)C[C@@H]1C,nt,-8,0.0,-4,7,-10,4.4,2
COc1cccc(CNC(=O)[C@H]2CCCN2C(=O)[C@H]2CCCN2C(=O)c2ccc(F)cc2F)c1,-19,24,-0.1,nt,-8,-2,-2.4,-2
CC1Cc2ccccc2N1C(=O)Cn1cc([N+](=O)[O-])ccc1=O (stereo not drawn),nt,2,0.1,nt,8,1,-2.4,7
CCN1CCN(CCNC(=O)c2ccc3c(c2)N(Cc2ccc(F)cc2)C(=O)/C(=C/c2ccccc2)S3)CC1,4,102*,0.0,35,-13,-16,-15,1
O=C(CSc1ccc2ccccc2c1)Nc1nc2ccccc2[nH]1,9,-2,0.5,-1,-4,3,nt,5
Cc1ccc2nc(CSc3nc(C)ccc3C#N)[nH]c2c1,nt,-2,nt,-6,-27,-9,2.6,-3
CC1(C(=O)NCc2cccnc2)CCN1C(=O)Cc1cccs1 (stereo not drawn),-1,10,0.1,nt,-1,3,2.5,2
C[C@@H]1CCCCO[C@H](CN(C)S(=O)(=O)c2cn(C)cn2)[C@@H](C)CN([C@H](C)CO)C(=O)c2cc(NC(=O)Cc3ccccc3)ccc2O1,-15,-3,-0.3,-5,-1,-13,-0.5,nt
COc1ccc(CN(C)C[C@@H]2OCCCC[C@H](C)Oc3ccc(NC(=O)Nc4ccc(F)cc4)cc3C(=O)N([C@H](C)CO)C[C@H]2C)cc1,24&-13,-29&-29,-1.2,5,23&5,5&-9,0.2&-1.0,4&2
COC(=O)c1sccc1NC(=O)COc1ccc(Cl)cc1Cl,-29,61*,0.0,-5,nt,nt,nt,nt
CC(C)CN(C(=O)CSc1nc2ccccc2o1)c1c(N)n(Cc2ccccc2)c(=O)[nH]c1=O,-10,1,0.3,nt,4,-1,1.6,1
NS(=O)(=O)c1ccc(CCNC(=O)C2CCN(S(=O)(=O)c3c(Cl)cccc3Cl)CC2)cc1,7,-3,0.0,-3,1,1,4.6,-1
CCOC(=O)C1CCN(C(=O)/C(=C/c2ccccc2)NC(=O)c2ccccc2)CC1,17,0,0.0,-5,5,15,-2.1,-2
Cc1ccc2c(=O)cc(C(=O)Nc3ccc(S(=O)(=O)Nc4onc(C)c4C)cc3)oc2c1,9,2,0.1,8,-2,2,0.8,-2
COc1ccc(CN2C[C@@H](CO)O[C@@H](n3cnc4c(NCc5cc(OC)c(OC)c(OC)c5)ncnc43)C2)cc1,6,-15,0.1,nt,0,-1,2.0,0
C[C@@H]1CN([C@H](C)CO)C(=O)c2cc(NC(=O)Cc3ccccc3)ccc2O[C@@H](C)CCCCO[C@H]1CN(C)C(=O)Cc1ccccc1,-30,-32,0.4,-3,-9,-3,0.2,2
COc1ccc(NC(=O)N(C)C[C@H]2OCCCC[C@@H](C)Oc3ccc(NC(=O)CCCN(C)C)cc3C(=O)N([C@H](C)CO)C[C@H]2C)cc1,-1,-3,0.0,2,-3,2,-2.2,-4
CCC(=O)N1CC(=O)N2[C@H](CO)[C@@H](c3ccc(C#CCC(C)C)cc3)[C@@H]2C1,-1,12,0.2,nt,-10,13,0.7,-3
CC1(C(=O)NS(=O)(=O)c2cccc(F)c2)CCN1C(=O)Cc1ccc(Cl)cc1Cl (stereo not drawn),16,8,0.0,nt,0,-8,1.0,12
C[C@@H]1CCCCO[C@@H](CN(C)Cc2ccc(C(=O)Nc3ccccc3N)cc2)[C@@H](C)CN([C@H](C)CO)C(=O)c2cc(NS(=O)(=O)c3cn(C)cn3)ccc2O1,-8,24,0.0,nt,5,-1,-1.0,-7
O=C(NCc1ccccn1)c1cc(-c2ccccc2Cl)nc2ccccc12,33,nt,0.0,9,0,-4,0.1,0
CC(CN1CCN(Cc2ccccc2)CC1)OC(=O)c1ccco1 (stereo not drawn),0,49,0.2,-2,-4,2,0.5,-4
CN(C)C=Nc1nonc1-c1ccccc1,4,18,0.2,-4,-4,2,-1.0,-6
CCN(Cc1ccccc1)C(=O)C1CCN(c2ncnc3c2nc2n3CCCCC2)CC1,9,-12,0.0,5,1,-3,-0.1,4
COc1ccc2[nH]c(C)c(CCNC(=S)Nc3cccc(C)c3)c2c1,3,11,0.1,10,-14,3,-2.8,6
C[C@H]1CN([C@@H](C)CO)C(=O)c2cc(-c3cccnc3)cnc2O[C@@H]1CN(C)C,nt,-12,-0.6,27,-5,0,-2.2,-1
COc1ccc(CCNC(=O)c2cc(=O)[nH]c3ccccc23)cc1,11,16,0.0,7,4,-1,-1.3,5
Cc1onc(-c2c(F)cccc2Cl)c1C(=O)ONC(=O)c1ccco1,28,1,0.6,0,4,1,2.6,1
Cc1ccc(S(=O)(=O)NCC[C@H]2CC[C@@H](NC(=O)c3cccnc3)[C@@H](CO)O2)cc1,-11,10,-0.1,-6,0,-4,-1.5,-3
O=S(=O)(NC1CC1)c1ccc(Br)cc1N1CCC[C@H]1CO,8,5,0.0,-4,3,3,-3.1,2
COc1ccc(NC(=O)CN2c3cccc4cccc(c34)S2(=O)=O)cc1OC,20,-30,0.7,nt,15,14,1.4,-6
COc1ccc(OC(C)C(=O)N(C)Cc2nc(-c3ccc(C)cc3)no2)cc1 (stereo not drawn),5,-2,0.1,-1,4,18,-0.1,5
CCOC(=O)c1cccc(NC(=O)c2ccc(-n3cnnn3)cc2)c1,6,0,-0.1,-4,-2,1,-1.5,6

# (next part)
canonical_smiles,PAX8 inh HTS,GSIS activator,XiGFP reactiv,ARNT-TACC3 inh,EWS-Fli inh,DENV2 CPE,F508del corr,ERp5 block
CCOC(=O)C1(Cc2cccc(OC)c2)CCN(Cc2cc(OC)ccc2OC)CC1,10,-30,0.1,11,7,-7,0.7,-1
O=C1CN(S(=O)(=O)c2cccc(F)c2)C[C@H]2[C@@H](c3ccc(-c4ccccc4)cc3)[C@@H](CO)N12,-13,-17,0.0,nt,9,7,-1.1,6
C[C@@H]1CN([C@@H](C)CO)S(=O)(=O)c2ccc(-c3cccc(C#N)c3)cc2O[C@@H]1CN(C)C,3,8,0.0,1,-5,-14,nt,-4
Cc1ccc(-c2cnc3c(c2)C(=O)N([C@@H](C)CO)C[C@H](C)[C@H](CN(C)C(=O)c2ccccc2)O3)cc1,-7,2,0.1,1,-24,8,0.0,-9
O=S1(=O)CCO[C@H]2Cc3ccccc3[C@H]2N1Cc1ccc(F)cc1,18,-8,0.1,5,5,-14,-2.1,-3
Cc1ccc(OCc2cc(C(=O)NCc3cnn(-c4cccc(F)c4)c3)no2)cn1,-23,2,0.1,3,nt,11,-1.2,1
